HTT cytoprotect: qHTS Multiplex Assay to Identify Dual Action Probes in a Cell Model of Huntington: Cytoprotection (ATP); PC12 HTT-Q103 induced, cytoprotection, ATP luminescence, 40 h; Potency, µM (titrated, usually from 56.4 µM), without a hit: cytoprotection (ATP increase), actives largely listed as activators; 230,000 tested, 0.14% active; AID 1471, 2008;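 note: potency is the fitted concentration of half-maximal effect; % of control where 0% means no effect; nearly all actives have a fitted effect of over 45% in size; toxic huntingtin expression switched on by the ecdysone agonist tebufenozide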
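ATP quantification (ATPlite) reports survival of PC12 cells in which tebufenozide, 100 nM final, switches on Htt exon 1 with 103 glutamines linked to GFP; compounds are titrated.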
HTT aggregate: qHTS Multiplex Assay to Identify Dual Action Probes in a Cell Model of Huntington: Aggregate Formation (GFP). PC12 HttQ103-GFP aggregates, Acumen cytometry, 40 h. Potency, µM (titrated, usually from 46.1 µM), inactives show top-dose activity change, negative = inhibition, usual class: inhibitors. 220,000 tested, 1.1% active. AID 1688, 2009; note: potency is the fitted concentration of half-maximal effect; % is set by controls: 0 for no effect and ±100 for the full control effect; nearly all actives have a fitted effect of over 60% in size
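Using laser scanning cytometry, GFP-positive aggregates were counted after lysis of PC12 cells induced with 100 nM tebufenozide to express HTT exon 1 Q103–GFP. Compounds were tested in titration.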
aGlu spleen mod: qHTS Assay for Inhibitors and Activators of Human alpha-Glucosidase From Spleen Homogenate; 240,000 tested, 0.006% active; Lysosomal alpha-glucosidase (Homo sapiens), P10253; Potency, µM (series often up to 79.9 µM), inactives show top-dose activity change, negative = inhibition, most hits filed as inhibitors; human spleen homogenate, 4-MU-alpha-glucoside fluorescence;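 note: potency is the fitted concentration of half-maximal effect; 0% = enzyme with vehicle and -100% = no enzyme basal signal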
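Human spleen homogenate (1 ug) incubated with compounds and 1 mM 4-methylumbelliferyl-alpha-D-glucopyranoside in pH 5.0 citrate/phosphate buffer, 37 C, 40 min. Stopped at pH 10; 4-MU fluorescence (Ex 365/Em 440 nm); AC50 by Hill fit.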
GAA glycogen mod: qHTS Assay for Inhibitors and Activators of Human alpha-Glucosidase Cleavage of Glycogen; Potency, µM (titrated, usually from 76.4 µM), without a hit: top-dose activity change, negative = inhibition, usual class: inhibitors; 300,000 tested, 0.38% active; Lysosomal alpha-glucosidase (Homo sapiens), P10253; recombinant GAA, glycogen substrate, Amplex Red glucose oxidase fluorescence; AID 2100, 2009;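 note: potency is the fitted concentration of half-maximal effect; 0% = full enzyme reaction and -100% = no-enzyme basal signal; the screen sought inhibitors and activators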
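Recombinant enzyme (4 nM final) with compounds titrated up to 77 uM and bovine liver glycogen (30 ug) in citrate pH 5.0, 0.01% Tween-20, 37 C 40 min. Released glucose detected by Amplex Red/glucose oxidase (Ex 573/Em 610); AC50 from Hill fits.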
LMNA splice mod: qHTS Assay for Modulators of Lamin A Splicing; Potency, µM (series often up to 46.1 µM), inactives show at the top dose ratio change, negative = inhibition, actives largely listed as inhibitors; 200,000 tested, 0.01% active; AID 1487, 2009; HeLa LMNA splicing GFP/RFP minigene ratio, 48 h; active = well fitted inhibition curve with a large enough effect in the signal ratio, with a control signal flat, not every such curve was filed as active; inconclusive = small, poorly fitted or top-dose-only effect, or effect the other way, or a change in a side signal; the % refers to the signal ratio; note: potency is the fitted concentration of half-maximal effect; % is set by controls: 0 for no effect and ±100 for the full control effect
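Read-out is the ratio of GFP to DsRed2 object intensity, acquired by 488 nm laser-scanning cytometry on HeLa lamin A-EGFP minigene reporter cells. Compound incubation 48 hrs at 37 °C in Opti-MEM with 2% FBS; DMSO 0.5% final.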
CBFb RUNX1 block: qHTS Assay for Compounds Blocking the Interaction Between CBF-beta and RUNX1 for the Treatment of Acute Myeloid Leukemia; Runt-related transcription factor 1 (Homo sapiens) + Core-binding factor subunit beta …; AlphaScreen CBFb-His/RUNX1-biotin binding, biochemical; Potency, µM (top dose mostly 59.8 µM), for inactives: at the highest dose activity, negative = inhibition, actives largely listed as inhibitors; 230,000 tested, under 10 active; AID 1477, 2009; note: % of control where 0% means no effect
Target sequence (Q01196 whole entry, looked up): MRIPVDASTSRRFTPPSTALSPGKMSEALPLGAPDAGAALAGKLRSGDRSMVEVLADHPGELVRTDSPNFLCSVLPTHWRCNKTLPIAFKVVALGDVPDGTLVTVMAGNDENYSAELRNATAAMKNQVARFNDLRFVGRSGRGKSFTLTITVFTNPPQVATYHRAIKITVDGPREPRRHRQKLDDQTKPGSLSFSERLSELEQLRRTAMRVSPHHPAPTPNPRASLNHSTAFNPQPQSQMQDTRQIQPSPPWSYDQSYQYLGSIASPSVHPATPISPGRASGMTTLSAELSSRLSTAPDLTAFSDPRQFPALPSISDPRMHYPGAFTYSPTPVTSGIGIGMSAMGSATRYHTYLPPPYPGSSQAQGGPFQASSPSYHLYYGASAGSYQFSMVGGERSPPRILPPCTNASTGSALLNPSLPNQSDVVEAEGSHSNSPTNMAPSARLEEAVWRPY
Target sequence (Q13951 whole entry, looked up): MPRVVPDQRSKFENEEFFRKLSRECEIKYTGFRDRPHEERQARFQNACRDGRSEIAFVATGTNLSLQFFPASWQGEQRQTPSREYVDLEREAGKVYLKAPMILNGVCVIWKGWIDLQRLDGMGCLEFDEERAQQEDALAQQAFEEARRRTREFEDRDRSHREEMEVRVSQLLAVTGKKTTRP
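AlphaScreen binding: CBFb-His and RUNX1-biotin (30 nM each) preincubated 20 min, compound added for 15 min, then nickel and streptavidin beads for 90 min, all at room temperature. Disruption of the interaction by any mechanism counts as activity.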
GAA inh: qHTS Assay for Inhibitors of Human alpha-Glucosidase as a Potential Chaperone Treatment of Pompe Disease; Lysosomal alpha-glucosidase (Homo sapiens), P10253; Potency, µM (titrated, usually from 76.9 µM), for inactives: at the highest dose activity change, negative = inhibition, hits mostly inhibitors; AID 1466, 2008; purified human GAA, 4-MU-alpha-glucoside fluorescence; 200,000 tested, 0.005% active;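 note: potency is the fitted concentration of half-maximal effect; plate controls were uninhibited enzyme wells for no effect and no-enzyme background for full effect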
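Enzyme (4 nM final) mixed with compound (up to 77 uM), then 4-MU-alpha-D-pyranoside (400 uM final) added; 20 min at room temperature, pH 5.0. Reaction stopped at pH 10, fluorescence read, AC50 derived by Hill fit.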
* marks the source's active call; other numbers are inactive results; u = inconclusive; x = not tested or not shown; [ ] = another dose, or the depositor's remark. Unless noted, calls come from the whole dose curve; as a rule, active = well fitted curve in the direction sought with a large enough effect; inconclusive = small, poorly fitted or top-dose-only effect, or another doubt; inactive = no such curve, though single readings can be large; an effect the other way counts as inactive or inconclusive.

Each structure is followed by: GAA glycogen mod, LMNA splice mod, GAA inh, HTT cytoprotect, CBFb RUNX1 block, aGlu spleen mod, HTT aggregate
> O=C(c1cn(-c2ccccc2)nc1-c1cccs1)N(CCO)Cc1ccccc1
→ -3%, -1%, 0%, -5%, 1%, -24%, -17%
> O=C1OCCC1S(=O)(=O)c1ccc2ccccc2c1 (stereo not drawn)
→ 8%, -7%, -2%, -1%, 2%, -1%, 4%
> Cc1ccc(CNC(=O)c2ccc(Cl)cc2[N+](=O)[O-])cc1
→ -40%, 0%, 1%, -25%, -2%, -3%, -2%
> COc1ccc(NC(=O)N(Cc2cc3cc(OC)c(OC)cc3[nH]c2=O)CC2CCCO2)cc1 (stereo not drawn)
→ 10%, u, -12%, -19%[10 µM], -2%, -9%, -6%[9.22 µM]
> CO[C@@H]1[C@@H](OC(N)=O)[C@@H](O)[C@H](Oc2ccc3c(O)c(NC(=O)c4ccc(O)c(CC=C(C)C)c4)c(=O)oc3c2C)OC1(C)C
→ x, x, x, 14%, 11%, 5%, x
> Cc1ccc(-c2cc(C(=O)N3CCN(c4ncccn4)CC3)c3ccccc3n2)cc1
→ -6%, -16%, -11%, -96%[inhibitor], -12%, 3%, -18%
> CCn1c(SCC(=O)c2ccccc2)nc2ccccc2c1=O
→ -8%, u, -3%[15.4 µM], -29%, 8%, 0%, 17%[9.22 µM]
> Cc1ccccc1CC(=O)c1ccc(O)c(C)c1O
→ 6%, x, x, 7%[10 µM], 9%, -6%, -9%[9.22 µM]
> Cc1oc2ccc(NS(=O)(=O)c3ccccc3)cc2c1C(=O)Nc1ccccc1
→ 4%, -8%, -1%, -4%[10 µM], -7%, -3%, 3%
> C=CCOc1ccc(/C=C2\SC(=S)N(CCC(=O)O)C2=O)cc1
→ -3%, x, x, -4%[10 µM], -7%, -5%, 0%[9.22 µM]
> COC(=O)c1cc(NC(=O)Cc2ccc(OC)c(OC)c2)cc(C(=O)OC)c1
→ -17%, 12%, -2%, -26%, 0%, -2%, 6%
> O=C(O)C1CC=CCC1C(=O)c1ccccc1 (stereo not drawn)
→ 2%, 0%, 0%, 17%, 7%, 2%, 6%
> CCOC(=O)CCCNC(=O)N1CCc2nc(-c3ccccc3)c3c(c2C1)CO[C@@H](C)C3
→ x, -9%[9.22 µM], x, -32%[10 µM], 18%[13.1 µM], -7%[17.4 µM], x
> COc1ccccc1NC(=O)CSc1nnc(-c2ccc(C)cc2)o1
→ 0%, -11%, 6%, -110%[inhibitor], 4%, 3%, -3%
> Cc1c(-c2ccccc2)oc2cc(O)ccc2c1=O
→ x, x, x, -4%[1.9 µM], -8%[21.7 µM], 0%, x

Pulled by compound from the list above:
Each structure is followed by: GAA glycogen mod, LMNA splice mod, GAA inh, HTT cytoprotect, CBFb RUNX1 block, aGlu spleen mod, HTT aggregate
> C=CCOc1ccc(/C=C2\SC(=S)N(CCC(=O)O)C2=O)cc1
→ -3%, x, x, -4%[10 µM], -7%, -5%, 0%[9.22 µM]
> Cc1ccc(-c2cc(C(=O)N3CCN(c4ncccn4)CC3)c3ccccc3n2)cc1
→ -6%, -16%, -11%, -96%[inhibitor], -12%, 3%, -18%

Later entries:
Each structure is followed by: GAA glycogen mod, LMNA splice mod, GAA inh, HTT cytoprotect, CBFb RUNX1 block, aGlu spleen mod, HTT aggregate
> CN(c1ccc(OCc2nnc(-c3ccccc3)o2)cc1)S(=O)(=O)c1ccccc1
→ -7%, -14%, u, 6%[10 µM], 16%, 4%, 14%
> CCN(CCNc1ccc(Cl)cc1[N+](=O)[O-])C(=O)c1cc([N+](=O)[O-])c(N(C)C)cc1OC
→ 1%, -12%, -5%, 28%[10 µM], -18%, -20%, u
> Cc1nc(NC2CCCCC2)c2nc(-c3ccccc3)n(CCCN(C)C)c2n1
→ x, x, x, -26%, 6%, -2%, x
> COc1ccc(OCc2cn3c(C)cc(C)nc3n2)cc1
→ 3%, 7%, 0%, x, 8%, 3%, 6%
> CCOc1ccc(/C=C2\SC(=S)N(N3C(=O)C4CC4C3=O)C2=O)cc1 (stereo not drawn)
→ -9%, x, -6%, -81%, -30%, 2%, -14%
> CC(C)C(=O)Nc1ccc(C(=O)N2CCCCCC2)cc1
→ -8%, 6%, u, 1%, 5%, -10%, 8%
> COc1ccc(CC(=O)N2CCN=C2SC)cc1
→ -7%, -4%, -10%, -4%, 0%, -3%, -10%
> O=C(CCCOc1ccc(Cl)cc1Cl)Nc1cccnc1
→ -3%, -4%, 2%, -7%, 0%, -2%, 1%
> CC1(/[N+]([O-])=C\c2ccccc2F)CCCCC1=O (stereo not drawn)
→ -9%, x, x, 6%[10 µM], 10%, -3%, -4%[9.22 µM]
> O=C(C1=C[C@@H](c2coc3ccccc3c2=O)C[C@@H](OCc2ccc(CO)cc2)O1)N1CCN(Cc2ccccc2)CC1
→ -7%, x, x, 5%[10 µM], 4%, -1%, -5%[9.22 µM]
> CCCS(=O)(=O)N1CCC(C(=O)NC2CCCC(C)C2C)CC1 (stereo not drawn)
→ -5%, 1%, -1%, 17%[10 µM], 8%, 3%, -5%
> Cc1ccc(S(=O)(=O)N2CCN(S(=O)(=O)N3CCCCC3)CC2)cc1
→ 3%, -4%, -11%, -7%, -2%, -3%, -20%
> Cc1ccc(/C=C2\SC(N3CCCC3)=NC2=O)cc1
→ -15%, -13%[46 µM], 0%, -45%[inhibitor], 2%, -28%, 18%
> Cc1c(C(=O)O)c(=O)n(-c2ccccc2)n1-c1ccccc1
→ 23%, 8%[46 µM], 2%, -30%, 8%, -11%, 1%
> Cc1ccccc1-c1cc2nc(-c3ccc([N+](=O)[O-])cc3)cc(=O)n2[nH]1
→ -10%, 2%[46 µM], 4%, 17%[10 µM], 11%, -21%, 7%[9.22 µM]
> CN1CCN(C(=O)C2=C[C@@H](c3ccc(C(F)(F)F)cc3)C[C@@H](OCCCCO)O2)CC1
→ 19%, x, x, -8%[10 µM], 15%, -2%, 16%[9.22 µM]
> CCOC(=O)c1c(C)nc2c(c1-c1ccc(OC)c(OC)c1)C(=O)c1ccccc1-2
→ -4%, -5%, -4%, -5%, 2%, -3%, 7%
> Cc1cccc(NC(=O)COc2ccc(/C=C\c3[nH]c(=O)[nH]c(=O)c3[N+](=O)[O-])cc2)c1
→ 16%, -4%[46 µM], 1%, 7%[10 µM], -5%, 2%, 14%[9.22 µM]
> O=C(CCC1CCCCC1)Nc1nccs1
→ -16%, -9%[46 µM], 12%, -9%[10 µM], 2%, -4%, -3%[9.22 µM]
> Cc1c(NC(=O)COC(=O)c2ccccc2Cl)c(=O)n(-c2ccccc2)n1C
→ 0%, x, 4%, -19%, 8%, -3%, 1%
> O=C(COC(=O)CNC(=O)c1ccccc1)Nc1ccccc1Cl
→ 6%, x, 1%, -9%[10 µM], 2%, -1%, -3%
> Cc1nc2n(n1)C(c1ccccc1)C1=C(CC(c3ccco3)CC1=O)N2 (stereo not drawn)
→ -8%, -17%, u, -9%[10 µM], -24%, -2%, 8%
> O=C(C1CCN(S(=O)(=O)c2cccc3nsnc23)CC1)N1CCc2ccccc2C1
→ -17%, -15%, u, 12%[10 µM], -4%, -9%, -12%
> COC(=O)[C@H]1CC2(CC=C(C)C)C(=O)[C@@](CC=C(C)C)(C(=O)C(C(=O)c3ccccc3)=C2OC)C1(C)C (tested in a mixture with another compound)
→ x, x, x, 12%, 21%, 6%, x
> O=C(NC12CC3CC(CC(C3)C1)C2)c1ccc(-c2ccc(Br)cc2)o1
→ 1%, u, -8%, 2%[10 µM], 3%, -11%, -32%
> Cc1ccc(NC(=O)Cn2c(=O)oc3cc(S(=O)(=O)N4CCC(C)CC4)ccc32)cc1C
→ 3%, 15%, -1%, -57%[inhibitor], 3%, 8%, u
> O=C(c1cc(F)ccc1F)C1CCCN(Cc2cccn2-c2ccccn2)C1 (stereo not drawn)
→ -6%, x, x, 16%[10 µM], 12%, -2%, -25%[9.22 µM]
> Cc1ccc(-c2noc(CC(c3ccccc3)c3ccccc3)n2)cc1
→ 0%, -3%, -7%, 18%, 2%, -5%, -10%
> Cc1ccc(O)c(NC(=S)NC(=O)COc2ccc(Br)cc2)c1
→ 15%, x, 6%, -1%, 14%, -4%, 28%
> CN1CCN(C(=O)CSc2nc(-c3ccco3)cc(C(F)(F)F)n2)CC1
→ 3%, x, -6%, u, 6%, 7%, -20%
> CCOc1cccc(/C(O)=C2/C(=O)C(=O)N(CCN3CCOCC3)C2c2cccnc2)c1 (stereo not drawn)
→ 8%, 1%, -7%, -14%, -2%, -4%, -3%[9.22 µM]
> CCCN(CCC)C(=S)NC(=O)c1ccc(Cl)cc1Cl
→ -10%, 14%, -3%, -8%, 0%, 2%, u
> O=C(Nc1nccs1)c1ccc(S(=O)(=O)NCC2CCCCC2)cc1
→ 2%, u, -2%, -11%, 4%, 2%, u
> Cc1cc(Br)cc(C)c1NC(=O)c1ccccc1[N+](=O)[O-]
→ 1%, -6%, -3%, 28%[10 µM], u, 0%, 2%
> Cc1cc(C)n2nc(C(=O)N/N=C/c3c4ccccc4cc4ccccc34)nc2n1
→ -7%, u, -2%, 7%[10 µM], 3%, -15%, 23%
> COc1ccc(CCn2c(C)cc(C(=O)CSc3nnnn3-c3ccccc3)c2C)cc1OC
→ 4%, 3%, 0%, -20%[0.074 µM], -8%, 3%, -6%
> CCC(C)c1ccccc1OCCCCN1CCCC1 (stereo not drawn)
→ -6%, -1%, -8%, 12%[10 µM], 3%, 1%, 2%
> CCN(C(=O)CN1CCN(S(=O)(=O)c2cc(Cl)ccc2Cl)CC1)c1c(N)n(Cc2ccccc2)c(=O)[nH]c1=O
→ 10%, u, -9%, 5%[10 µM], -4%, 3%, -27%
> O=C(C(=O)N1CCN(c2cccc(Cl)c2)CC1)N1CCCCC1
→ 14%, x, -2%, -11%, 12%, -9%, -15%
> Cc1ccc(OCCSc2ncnc3sc(C)c(C)c23)cc1C
→ 2%, 7%, 3%, -10%, 4%, 5%, -9%
